# Screening results (PubChem)
# NF-kB expr up – NF-kB expression increase, human neuronal cells. NF-kB reporter expression; hits give high values. fold change at 12.5 µM. actives 1.6% (n = 190,000). AID 1239; in the data active = fold change above about 3.3
# ROMK primary – modulates human ROMK potassium channel activity; B-score at 10 µM; actives 2% (n = 130,000); Tet-inducible ROMK, thallium flux fluorescence; actives lie on both sides; P48048; AID 1918;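 active = signal ratio slope over the read window, or its plate-corrected B-score, at least 3 SD from the plate mean, either direction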;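 note: B-score of the F/F0 ratio slope over 7 to 12 s after thallium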
# Target sequence (P48048 whole entry, looked up): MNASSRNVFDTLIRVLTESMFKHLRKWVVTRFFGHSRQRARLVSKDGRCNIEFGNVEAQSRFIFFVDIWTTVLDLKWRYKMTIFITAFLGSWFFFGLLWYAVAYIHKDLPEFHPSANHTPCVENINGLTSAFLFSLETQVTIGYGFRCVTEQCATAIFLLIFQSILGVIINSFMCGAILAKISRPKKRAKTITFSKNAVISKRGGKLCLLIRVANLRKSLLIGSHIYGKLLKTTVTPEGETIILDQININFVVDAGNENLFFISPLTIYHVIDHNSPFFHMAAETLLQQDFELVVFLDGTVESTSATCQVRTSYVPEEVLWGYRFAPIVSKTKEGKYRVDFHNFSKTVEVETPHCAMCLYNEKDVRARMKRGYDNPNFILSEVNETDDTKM
# FLuc inhib CS – counter-screen for luciferase assay inhibitors: firefly luciferase inhibition; AID 1006; ATPLite firefly luciferase biochemical luminescence, 10 min; actives 1.5% (n = 200,000); inhibition, % at 10 µM;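 active = inhibition above about 50% when tested at 10 µM, limit read from the data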
# Target sequence (P08659 whole entry, looked up): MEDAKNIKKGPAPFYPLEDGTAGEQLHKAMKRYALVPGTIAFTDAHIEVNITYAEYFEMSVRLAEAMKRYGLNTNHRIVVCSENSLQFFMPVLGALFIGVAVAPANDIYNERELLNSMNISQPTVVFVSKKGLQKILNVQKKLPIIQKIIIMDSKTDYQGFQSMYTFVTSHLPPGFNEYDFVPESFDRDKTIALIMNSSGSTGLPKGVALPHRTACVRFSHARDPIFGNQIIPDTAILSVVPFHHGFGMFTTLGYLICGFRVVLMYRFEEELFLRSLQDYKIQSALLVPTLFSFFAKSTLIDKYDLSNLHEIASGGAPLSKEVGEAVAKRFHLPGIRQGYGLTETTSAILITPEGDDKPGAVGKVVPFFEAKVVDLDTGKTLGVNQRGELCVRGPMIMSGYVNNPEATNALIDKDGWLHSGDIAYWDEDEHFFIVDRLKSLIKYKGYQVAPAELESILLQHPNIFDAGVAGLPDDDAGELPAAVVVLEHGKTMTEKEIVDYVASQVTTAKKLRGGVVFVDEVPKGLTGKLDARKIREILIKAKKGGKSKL
# STAT3 blocker – inhibitors of IL-6 induced STAT3 signaling. U3A cells, IL-6 STAT3-luciferase reporter, luminescence; host cell line lacks STAT1. inhibition, % at 5.5 µM. actives 0.89% (n = 190,000);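 active = inhibition above the mean inhibition across all screened compounds plus 3 SD, cut at about 44% in these data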;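 note: 0% = DMSO only wells and 100% = 100 µM nifuroxazide control wells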
# STAT3 activator – activators of IL-6 induced STAT3 signaling; U3A cells, IL-6 STAT3-luciferase reporter, luminescence; 100% = signal with IL-6 EC80 alone; activation (% of control), % at 5.6 µM; actives 0.91% (n = 190,000); AID 871;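 active = activation above the screen-wide mean of compound activation plus 3 SD, cut at about 130% in these data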;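 note: 0% = background luminescence of wells with medium and substrate only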
#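 Detection: reporter luminescence signal / Assay system: STAT1-lacking human U3A cells, STAT3 luciferase reporter / Incubation: compound pre-incubation 1 h before IL-6, then 6 h stimulation at 37 °C / Control set: IL-6-only high control / Read-out: % activation relative to IL-6 control / Probe or stimulus: Interleukin-6, 33 ng/mL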
# STAT1 activator – STAT1 signaling activation; NIH 3T3 STAT1-luciferase reporter, IFN-gamma, luminescence; 100% = IFN-gamma alone, no compound; activation (% of control), % at 5.5 µM; actives 2.6% (n = 200,000);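 active = activation above the screen-wide mean activation plus 3 SD, cut at about 130% in these data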;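 note: raw ratio to IFN-gamma control signal so 100% means no change and 0% no light; values of inactives mirror those of a sister screen read the other way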
# STAT1 inh – inhibitors of IFN-gamma induced STAT1 signaling. NIH 3T3 STAT1-luciferase reporter, luminescence. inhibition, % at 5.5 µM. AID 920. actives 0.35% (n = 200,000);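 active = inhibition above a set limit, the mean inhibition across all tested compounds plus 3 SD, cut at about 34% in these data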;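 note: 0% = IFN-gamma with DMSO and 100% = IFN-gamma with 300 µM nifuroxazide; values of inactives mirror those of a sister screen read the other way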
# APP 5'UTR act – activates APP 5'UTR luciferase reporter; SH-SY5Y APP 5'UTR luciferase reporter, luminescence; zero percent = DMSO vehicle wells; activation, % at 2 µM; actives 1% (n = 190,000); AID 1276;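 active = activation above a set limit, based on mean plus 3 SD of controls, cut at about 140% in these data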; note: values of inactives mirror those of a sister screen read the other way
# APP transl inh – APP translation inhibition; SH-SY5Y APP 5'UTR-luciferase reporter, luminescence; inhibition, % at 2 µM; actives 0.82% (n = 190,000);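 active = inhibition above a set limit, derived from the sample mean plus 3 SD, cut at about 45% in these data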; note: values of inactives mirror those of a sister screen read the other way
# FLuc stim CS – firefly luciferase counter-screen for stimulation assays | AID 1027 | ATPlite luciferase biochemical, luminescence, 10 min; 0 = ATP-free wells, 1 = DMSO control | activation factor at 10 µM | 200,000 tested, under 10 active;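 active = luciferase activation factor, scaled between plate controls, of at least 2 with compound at 10 µM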
#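 Material: Luciferase/luciferin reagent mix | Doses: Test compounds dosed from 2 mM stocks in 100% DMSO | Timing: 10 min incubation after luciferase reagent addition, room temperature | Measured by: Luminescence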
# The depositor's hits bear a star; . = not tested or not shown; & = joins results of further samples.
SMILES,NF-kB expr up,ROMK primary,FLuc inhib CS,STAT3 blocker,STAT3 activator,STAT1 activator,STAT1 inh,APP 5'UTR act,APP transl inh,FLuc stim CS
CC(=O)c1nn(-c2cccc(Cl)c2)cc1C(=O)c1ccco1,1.4,0.94,-5,-1,103,100,-1,-17,17,1.1
CCN(CC)CCN(C(=O)c1ccc(S(=O)(=O)N2CCCCC2)cc1)c1nc2cc3c(cc2s1)OCO3,1.3,0.59,-6,-7,113,114,-15,-16,16,1.1
COc1ccccc1NC(=O)C1=C(C)NC2=C(C(=O)CC(c3ccc(OC)c(OC)c3)C2)C1c1coc2ccccc2c1=O (stereo unspecified),0.43,-0.58,-5,18,87,97,3,-2,2,1
C/C(=N\N1CCN(C)CC1)c1ccc(OC(F)F)cc1,1.4,0.23,0,7,100,109,-10,9,-9,1
Cn1c2c(c(=O)n(C)c1=O)C(NS(=O)(=O)c1ccccc1)(C(F)(F)F)C(=O)N2 (stereo unspecified),1.1,.,-7,4,101,101,-1,14,-14,1.1
CCOc1ccc(C2C(C(=O)c3ccco3)=C(O)C(=O)N2Cc2cccnc2)cc1OC (stereo unspecified),1.4,.,-2,-7,106,103,-3,-5,6,1
Cc1ccc2c(c1)nnn2C1CCN(CC(=O)c2ccc(Cl)cc2)CC1,1.2,.,-10,-1,103,104,-5,7,-7,1.1
Cc1ccc(CS/C(Nc2ccccc2C)=C(\C#N)C(=O)NCc2ccco2)c(C)c1,1,.,-1,8,97,93,8,0,0,1
Cc1ccc(NC2=Nc3ccccc3N3C2=Nc2c(c(C)nn2-c2ccccc2)C3c2ccc(O)c(O)c2)cc1 (stereo unspecified),0.54,.,-11,12,93,100,-1,11,-11,1.1
Cc1c(NC(=O)CSC2=C(C#N)C(c3ccccc3F)CC(=O)N2)c(=O)n(-c2ccccc2)n1C (stereo unspecified),1.1,.,-8,10,94,95,5,1,-1,1.1
CSc1nnc(C)c(=O)n1COC(=O)c1ccccc1,1.1,0.28,-6,10,98,100,0,-4,4,1.1
CCn1c(SCC(=O)c2[nH]c(C)c(C(C)=O)c2C)nnc1-c1ccncc1,0.83,1.6,-2,9,96,94,7,17,-17,1
Cc1cc(NS(=O)(=O)c2ccc(NC(=S)NC(=O)c3ccc(Cl)cc3Cl)cc2)no1,1.1,0.87,-3,-3,102,105,-6,5,-5,1
O=C(CCCN1C(=O)c2ccccc2C1=O)Nc1nncs1,1.1,1.4,-6,11,96,101,-2,37,-10,1.1
COC(=O)C1=C(NC(=O)c2ccccc2C)CCS1,1.1,1.7,0,13,91,93,6,9,-9,1
Cc1oc2ccc(OC(=O)N3CCOCC3)cc2c1C(=O)OC(C)C,.,-0.47,-3,2,104,103,-5,78,-43,1
COC(Cn1cc(C)c(=O)[nH]c1=O)OC,1,.,-3,-4,106,111,-13,-6,6,1
COc1ccc(NC(=S)NC(NC(=O)/C=C/c2ccccc2)C(Cl)(Cl)Cl)cc1 (stereo unspecified),0.99,.,-6,22,91,106,-6,-4,4,1.1
O=c1cc(-c2ccc(O)c(O)c2)oc2cc(O)c(C3OC(CO)C(O)C(O)C3O)c(O)c12 (stereo unspecified),1.2,.,-12,.,.,102,-3,-17,17,1.1
COc1cccc(C(=O)Nc2ccc(N3CCN(S(C)(=O)=O)CC3)cc2)c1,1.3,0.016,11,-3,102,112,-13,17,-17,0.9
CC1CCc2c(sc(NC(=O)c3ccc(Cn4cc([N+](=O)[O-])cn4)o3)c2C#N)C1 (stereo unspecified),1.3,.,1,-6,107,104,-4,14,-14,1
O=C(Nc1ccc([N+](=O)[O-])cn1)C1CC1,1.2,1.3,-1,18,91,97,3,4,-4,1
Cc1cc2c(c(=O)n1Cc1cccnc1)C(c1cccs1)C(C#N)=C(N)O2 (stereo unspecified),1.1,-0.7,-4,7,100,97,4,3,-3,1
Cc1ccccc1C(=O)Nn1cnc2ccccc2c1=O,1.3,1.1,16,-22,125,123,-28,15,-16,0.8
CCCCNC(=O)C1CC(=O)N(c2ccc(OC)cc2)C1c1ccc(OC)cc1 (stereo unspecified),1.3,.,-4,2,102,102,-3,5,-5,1

# Looked up above:
# APP 5'UTR act result of C/C(=N\N1CCN(C)CC1)c1ccc(OC(F)F)cc1 = 9
# STAT3 activator result of Cc1c(NC(=O)CSC2=C(C#N)C(c3ccccc3F)CC(=O)N2)c(=O)n(-c2ccccc2)n1C (stereo unspecified) = 94
# FLuc stim CS result of COC(Cn1cc(C)c(=O)[nH]c1=O)OC = 1
# FLuc stim CS result of O=c1cc(-c2ccc(O)c(O)c2)oc2cc(O)c(C3OC(CO)C(O)C(O)C3O)c(O)c12 (stereo unspecified) = 1.1
# FLuc inhib CS result of Cc1cc(NS(=O)(=O)c2ccc(NC(=S)NC(=O)c3ccc(Cl)cc3Cl)cc2)no1 = -3
# APP transl inh result of CSc1nnc(C)c(=O)n1COC(=O)c1ccccc1 = 4

# Next entries follow:
SMILES,NF-kB expr up,ROMK primary,FLuc inhib CS,STAT3 blocker,STAT3 activator,STAT1 activator,STAT1 inh,APP 5'UTR act,APP transl inh,FLuc stim CS
CN(C)CCCC(C)(O)C(Cc1ccccc1)c1ccccc1 (stereo unspecified),1.2,-0.9,-7,-2,103,105,-6,21,-21,1.1
Cc1cc(C)nc(SCc2n[nH]c(=S)n2C)n1,1.1,1.9,-2,6,97,96,4,0,0,1
Cc1ccccc1OCc1n(CC(=O)OC2CC(C)CCC2C(C)C)c2ccccc2[n+]1C (stereo unspecified),0.45&1.2,.,-5&-6,2&5,100&97,99&85,0&15,-8&10,8&-10,1&1.1
CCOc1ccc(S(=O)(=O)Nc2cc(S(=O)(=O)N(CC)CC)ccc2N2CCCC2)cc1,0.88,-0.31,1,-4,101,97,3,5,-5,1
O=C(C1CC(c2ccc(F)cc2)=NO1)N1CCc2ccccc2C1 (stereo unspecified),1.3,.,-1,19,89,112,-13,5,-5,1
Cc1ccc(CNC(=O)C(C(=O)NCc2ccc(C)o2)c2ncc(C(F)(F)F)cc2Cl)o1,1.1,-0.69,-2,-5,106,99,0,12,-12,1
CCCn1c(-c2cccs2)nc2nc3ccccc3nc21,0.92,.,2,-23,121,103,-3,-1,1,1
COc1nc(N)c(S(=O)(=O)c2ccc(C)cc2)cc1C#N,1.2,.,-3,12,95,98,2,-4,4,1
Cc1ccc(CS(=O)(=O)Cc2ccc(C(=O)NCC3CCCO3)o2)cc1 (stereo unspecified),1.2,.,-6,7,97,95,5,1,-1,1.1
Cc1sc2nc(-c3cccnc3)nc(Cl)c2c1-c1ccccc1,1.1,0.11,6,2,96,105,-5,15,-15,0.9
CC1(C)CC(=O)c2cc(OCC(=O)NCCN3CCOCC3)ccc2O1,1.2,-0.51,-1,-2,102,95,3,.,.,1
CC1=CN2C(=N)/C(=C/c3ccc([N+](=O)[O-])o3)C(=O)N=C2S1,1.8,.,16,-11,109,101,-1,-48,48*,0.8
CN(Cc1nc(-c2cccnc2)no1)S(=O)(=O)c1ccc(Br)cc1,1.1,-0.52,-3,-5,108,107,-7,3,-3,1
CC(C)=CCN1CCN(Cc2ccoc2)CC1CCO (stereo unspecified),1.4,0.33,-1,6,100,97,1,-8,8,1
O=C(O)COc1ccccc1/C=C1\SC(=O)N(Cc2ccc(F)cc2)C1=O,1.1,-0.89,-7,-8,107,96,3,2,-2,1.1
O=C(CSc1ccsc1[N+](=O)[O-])NCCc1ccccc1,1.4,1.1,-3,-37,136*,100,0,-10,10,1
COc1ccc(C(=O)N/C(=C\c2cn(S(=O)(=O)N(C)C)c3ccccc23)C(=O)NC(C)C)cc1,1.5,2.5,0,4,100,94,5,21,-22,1
N#Cc1cnc(NOCc2ccc(Cl)cc2)nc1,1.2,-9.5*,-10,-2,103,107,-9,3,-3,1.1
Cn1c(CN2CCN(C(=O)c3ccc(F)cc3)CC2)nc2cc([N+](=O)[O-])ccc21,0.96,.,-1,3,100,90,11,0,0,1
CCOC(=O)C(C(=O)Nc1cccc(C)n1)C1CCCCC1 (stereo unspecified),1.3,.,-6,-2,104,104,-5,-7,7,1.1
Cc1nnc(NC(=O)Cn2c(=O)sc3ccccc32)s1,1.2,.,-4,-2,105,94,7,-4,4,1
N=C(N)N1CCN(Cc2ccccc2)CC1,1.1,1.8,-3,10,101,99,0,-14,14,1
CCCOC(=O)c1ccc(-n2nnnc2SCC(=O)N2CCCCC2)cc1,0.86,.,-3,30,78,85,17,-5,5,1
CSc1ccc(/C=N/NC(=O)COc2ccc(Br)cc2Cl)cc1,1,.,3,-6,102,98,2,12,-12,1
COc1ccc(S(=O)(=O)Nc2ccc3c(c2)OCO3)cc1OC,1.1,-0.33,-4,8,100,105,-5,-1,1,1
# (listing goes on)
SMILES,NF-kB expr up,ROMK primary,FLuc inhib CS,STAT3 blocker,STAT3 activator,STAT1 activator,STAT1 inh,APP 5'UTR act,APP transl inh,FLuc stim CS
O=C(CSc1nnc(C2CCCCC2)n1-c1ccccc1)NCc1ccco1,0.94,.,-8,1,102,100,0,20,-20,1.1
COC(=O)c1ccc(CN(c2ccc(C)cc2)S(=O)(=O)c2ccc3c(c2)OCCO3)o1,0.84,.,-5,5,100,102,-2,7,-7,1.1
Cc1ccc(S(=O)(=O)Oc2ccc(/C=N/NC(=O)c3nn(C)cc3Cl)cc2)cc1,1.1,1.2,-5,29,78,95,2,7,-7,1
CCOC(=O)c1cc(-c2ccc(Cl)cc2)nc2c1c(C)nn2CCC#N,1.1,.,-7,26,81,100,0,9,-9,1.1
CCS(=O)(=O)Nc1ccc(NC(C)=O)cc1,1,-0.04,-2,1,102,99,1,8,-8,1
CC(=O)c1sc(NC(=O)COc2ccc(Cl)cc2Cl)nc1C,1.1,1.1,9,-1,110,111,-12,41,-41,0.9
COc1ccc(S(=O)(=O)N(CC(=O)N/N=C/c2cccs2)c2ccc(C)cc2)cc1OC,0.96,-1,-3,0,105,100,0,-7,7,1
COC(=O)c1cnc2ccccc2n1,1.2,-0.18,7,11,93,110,-11,4,-4,0.9

# One compound at a time, as listed above. Order of values: NF-kB expr up | ROMK primary | FLuc inhib CS | STAT3 blocker | STAT3 activator | STAT1 activator | STAT1 inh | APP 5'UTR act | APP transl inh | FLuc stim CS
# Shown for COc1nc(N)c(S(=O)(=O)c2ccc(C)cc2)cc1C#N : 1.2 | . | -3 | 12 | 95 | 98 | 2 | -4 | 4 | 1
# Shown for O=C(O)COc1ccccc1/C=C1\SC(=O)N(Cc2ccc(F)cc2)C1=O : 1.1 | -0.89 | -7 | -8 | 107 | 96 | 3 | 2 | -2 | 1.1
# Shown for O=C(CCCN1C(=O)c2ccccc2C1=O)Nc1nncs1 : 1.1 | 1.4 | -6 | 11 | 96 | 101 | -2 | 37 | -10 | 1.1

# Sorted by the number under APP transl inh (largest number first): some entries from above
Molecule | APP transl inh
COC(Cn1cc(C)c(=O)[nH]c1=O)OC | 6
O=C(CSc1nnc(C2CCCCC2)n1-c1ccccc1)NCc1ccco1 | -20
Cc1oc2ccc(OC(=O)N3CCOCC3)cc2c1C(=O)OC(C)C | -43

# Random draw from the library; about 7.1% have a hit in one of these screens.
